Bioassay records deposited in PubChem by The Scripps Research Institute Molecular Screening Center.
MITF primary: inhibitors of human MITF | AlphaScreen MITF homodimerization, bead proximity signal | inhibition, % at 2.6 µM | actives 0.91% (n = 650,000) | O75030 | AID 1259374; in the data active = inhibition above about 50%;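 also: 0% = vehicle wells with protein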
GPR151 activ: activates the human receptor GPR151; Q8TDV0; PathHunter beta-arrestin GPR151 cells, luminescence; activation, % at 11.2 µM; actives 1% (n = 650,000); AID 1508602; in the data active = activation above about 4.9%;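 also: 0% = median of compound wells and 100% = cells with positive control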
TEAD-YAP block: TEAD-YAP interaction inhibition. HEK-TIYL cells, TEAD-Gal4/YAP UAS-luciferase luminescence. inhibition, % at 9.12 µM. actives 1.4% (n = 640,000). AID 1259422; in the data active = inhibition above about 32%;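 also: 0% = median of test compound wells and 100% = reference inhibitor wells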
FBW7 act: human FBW7 E3 ligase activation, primary screen | Q969H0 | AlphaScreen FBW7–phospho-cyclin E peptide binding, activator screen | normalized activity (activation), % at 26.1 µM | actives 0.13% (n = 650,000) | AID 1259310; in the data active = normalized activity above about 1.9%;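 also: purified mutant Fbw7 with reduced substrate affinity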
Target sequence (Q969H0 whole entry, looked up): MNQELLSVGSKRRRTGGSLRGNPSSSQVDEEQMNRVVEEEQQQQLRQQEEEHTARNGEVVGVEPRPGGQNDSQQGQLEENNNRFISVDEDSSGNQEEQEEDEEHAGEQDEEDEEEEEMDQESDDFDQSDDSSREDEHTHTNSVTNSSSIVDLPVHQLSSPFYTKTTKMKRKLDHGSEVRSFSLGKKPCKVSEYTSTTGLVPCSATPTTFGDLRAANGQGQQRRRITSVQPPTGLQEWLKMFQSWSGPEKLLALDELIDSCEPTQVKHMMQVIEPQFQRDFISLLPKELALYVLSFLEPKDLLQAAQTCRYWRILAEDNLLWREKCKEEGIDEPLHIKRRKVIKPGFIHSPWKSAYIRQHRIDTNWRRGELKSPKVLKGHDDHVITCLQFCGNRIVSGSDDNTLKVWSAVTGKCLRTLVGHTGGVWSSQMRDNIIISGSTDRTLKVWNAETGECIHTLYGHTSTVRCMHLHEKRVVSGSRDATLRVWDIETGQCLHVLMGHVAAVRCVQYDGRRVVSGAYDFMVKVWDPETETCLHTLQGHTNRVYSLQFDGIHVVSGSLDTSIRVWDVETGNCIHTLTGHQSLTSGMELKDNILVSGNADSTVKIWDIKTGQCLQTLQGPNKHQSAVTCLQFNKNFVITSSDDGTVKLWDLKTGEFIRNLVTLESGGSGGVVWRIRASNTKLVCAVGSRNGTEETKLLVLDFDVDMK
The depositor's hits bear a star; . = not tested or not shown; & = joins results of further samples.

SMILES	MITF primary	GPR151 activ	TEAD-YAP block	FBW7 act
CCOC(=O)c1c(NC(=O)COc2ccc3c(c2)OCO3)sc(C)c1C	-5	1.5	0	0.0
CC[C@H](C)[C@@H]1NC(=O)[C@H]2CN(Cc3cnn(-c4ccccc4)c3)CCN2C1=O	14	-0.9	3	0.1
COc1ccc(NC(=S)/N=C(\N)N2CCN(Cc3ccccc3)CC2)cc1	14	-1.2	10	0.1
O=C(Nc1cc(Cl)ccc1Cl)c1ccccc1O	0	4.0	5	0.1
O=C(NCCOc1ccccc1)c1cccc(NC2CCC(O)CC2)n1 (configuration not stated)	13	-0.9	-47	-0.1
CC1(C)CC2CC(C)(CN2C(=O)Cn2nc(C(=O)O)c3ccccc3c2=O)C1 (configuration not stated)	6	-0.3	7	0.7
CC(CC(=O)NNC(=O)c1cccc([N+](=O)[O-])c1)=Nc1ccc2ccccc2c1	11	-0.1	2	0.0
O=C(Nc1ccc(C(=O)Nc2ccc(Cl)cc2)cc1)c1ccccc1	0	-0.7	0	-0.1
CCOc1ccc(N2C(=O)C3C4C=CC(CC4)C3C2=O)cc1 (configuration not stated)	16	0.0	4	0.1
CCOC(=O)c1ccc(NC(=O)CSc2nnc(COc3ccc(Cl)cc3)o2)cc1	-3	2.4	-8	-0.1
OC(CN=Cc1ccc(Br)cc1)c1ccccc1 (configuration not stated)	6	3.0	4	0.0
COC(=O)c1cc(CNC(=O)C2CC2)cc(NC(=O)C2(c3ccc(Cl)cc3)CC2)c1	8	1.1	0	0.1
COc1ccc(Cl)cc1NC(=O)CN(C)S(=O)(=O)c1ccc(F)cc1	-3	-1.2	3	-0.2
O=C(CSc1nnc2c(Cl)cc(Cl)cn12)NC1CCCCC1	9	-1.5	-13	0.3
CC1(c2ccc3ccccc3c2)NC(=O)N(CC(=O)NCc2cccs2)C1=O (configuration not stated)	-2	0.0	-3	0.0
O=C(c1ccccc1F)N1CCCC(c2ccnc3ncnn23)C1 (configuration not stated)	10	-1.1	-3	0.1
O=S(=O)(NCC1CCCO1)c1ccc(NS(=O)(=O)c2ccccc2)cc1 (configuration not stated)	-3	0.6	9	0.1
O=[N+]([O-])c1ccc(Oc2sc(=Nc3ccccc3)n(-c3ccccc3)c2-c2ccccc2)cc1	6	-0.5	1	-0.2
CCC(=O)Nc1sc2c(c1C(=O)Nc1ccc(C)cc1C)CCC(C(C)(C)C)C2 (configuration not stated)	21	1.4	0	0.1
CCOc1ccc(NC(=O)CSc2nnc(-c3ccccc3Cl)o2)cc1	-13	-0.5	14	0.3
O=C(Nc1nc(-c2ccc(F)cc2)cs1)c1ccccc1	-6	2.7	-37	0.1
CC1CCc2c(sc3ncn4c(=O)n(CC(=O)N5CCC(C(N)=O)CC5)nc4c23)C1 (configuration not stated)	7	0.8	1	0.1
COc1cccc(-n2nc(C(=O)Nc3cc([N+](=O)[O-])ccc3OC)c3ccccc3c2=O)c1	11	1.4	-1	-0.1
O=C(Nc1ccccc1)c1cc2ccc(O)cc2oc1=O	8	-12	-2	0.2
COCCNC(=S)Nc1ccc2nc(N3CCN(C)CC3)cc(C)c2c1	-5	0.2	8	-0.1
(continued)
SMILES	MITF primary	GPR151 activ	TEAD-YAP block	FBW7 act
O=C(c1ccc(Sc2ccc(Br)cc2)c([N+](=O)[O-])c1)N1CCN(c2ccccc2)CC1	7	2.7	-18	-0.4
CCCc1cc(=O)oc2c(CN3CCCCC3)c(O)ccc12	11	-1.5	9	0.0
C=CCNC(=S)NNC(=O)c1ccc(OCCCC)cc1	3	-1.0	1	0.0
CC1CN(Cc2c(O)ccc3ccccc23)CC(C)O1 (configuration not stated)	11	1.1	8	0.1
O=C(CNC(=S)N(CCCN1CCOCC1)Cc1cccs1)NCc1ccccc1Cl	16	-1.2	-4	0.2
Cc1ccc(S(=O)(=O)N(C)CCCC(=O)n2nc(C)cc2C)cc1	17	-0.2	6	0.3
CC(C)(C)c1ccc(/C=C2\N=C(c3ccc(Cl)c([N+](=O)[O-])c3)OC2=O)cc1	2	1.1	12	-0.2
Cc1nccn1CC(O)COc1ccc([N+](=O)[O-])cc1 (configuration not stated)	-8	1.1	0	0.2
O=C(CCOc1ccccc1)NCC1Cc2cc(-c3cnccn3)ccc2O1 (configuration not stated)	-5	0.4	-5	0.0
CN(C)CCCCSC(=N)N	-3&-13	-1.8&1.3	-1	0.0&-0.1
Cc1cc(C)cc(NC(=O)c2ccc3c(=O)n(C4CCCCC4)c(SCC(=O)c4ccccc4)nc3c2)c1	14	0.3	-3	0.0
Cc1cc(NC(=O)c2ccc(C#N)cc2)on1	4	-1.8	-12	-0.1
O=C(COc1cccc2ccccc12)Nc1ccc(O)cc1	0	-0.3	1	-0.1
Fc1cc(-c2ccnc(Nc3ccc(-n4cnc(N5CCOCC5)n4)cc3)n2)cc(N2CCOCC2)c1	-14&-2	-1.2&-0.3	57*	0.1&0.0
O=C(CSCc1ccc(Cl)cc1)NC1CC2CCC1C2 (configuration not stated)	14	-0.7	-3	0.0
COc1cc(NC(=S)NN)cc(C(F)(F)F)c1	1	-0.9	2	0.1
O=C(O)c1ccccc1C(=O)n1c(Cc2ccccc2)nc2ccccc21	4	0.6	2	0.3
COc1ccc(Cn2c(CCC(=O)O)nc3cccnc32)cc1	16	-0.8	1	0.3
NC(=O)C(Cc1ccccc1)N1C(=O)c2ccccc2C1=O (configuration not stated)	3	1.6	5	0.0
COC(=O)c1ccc(NC(=O)CSc2nnc(-c3ccc(C)cc3)n2N)cc1	11	-0.3	12	0.0
Nn1c(SCC(=O)Nc2cccc3nsnc23)nnc1-c1ccc(OC(F)F)cc1	-6	-1.9	-40	-0.1
CC1C(=O)Nc2ccc(C(=O)CCl)cc21 (configuration not stated)	2	2.5	1	-0.1
O=C(NCCCN1CCOCC1)c1cc(-n2ncc3cc(Nc4c(Cl)cccc4Cl)ccc32)cc(C(F)(F)F)c1	5	1.0	-5	-0.1
CCN1CCN(c2c(Cl)cccc2NC(=O)c2ccc(C#N)cc2F)CC1	-1	-0.2	-14	0.0
CCCOc1ccccc1C1Nc2ccccc2-c2nnc(SCC)nc2O1 (configuration not stated)	0	0.2	-10	0.6
More results follow:
SMILES	MITF primary	GPR151 activ	TEAD-YAP block	FBW7 act
C/C(=C\c1ccco1)CN1CCc2nnc(CCNC(=O)C3CCC3)n2CC1	5	1.6	5	0.0
O=C(CCCOC(=O)c1ccc([N+](=O)[O-])cc1)c1ccc(F)cc1	9	-1.1	6	-0.1
CCOC(=O)c1ccc(CN2C(=O)CCC2CCNCc2ccccc2)o1 (configuration not stated)	-3	-0.7	15	-0.2
COC(=O)c1c(NC(=O)/C=C/c2ccccc2)sc(C)c1C	-17	1.6	-4	0.0
COc1ccc(-n2nc3c(c2NC(=O)c2c(F)cccc2F)CS(=O)C3)cc1 (configuration not stated)	9	0.0	-3	0.3
CCOc1ccc(OCCn2c(SCC(N)=O)nc3ccccc32)cc1	7	1.4	-8	0.5
CC(C)Oc1ccccc1NC(=O)CSc1nnnn1C	1	-0.3	-1	0.1
Cc1ccc(O)c(NC(=O)c2ccc3c(c2)C(=O)N(C(C)(C)C)C3=O)c1	15	1.0	23	0.4
COc1ccc(C2CC(c3ccc(Br)s3)Nc3ncnn32)cc1OC (configuration not stated)	24	-2.2	9	0.2
O=c1c(O)c(-c2ccc(O)c(O)c2)oc2cc(O)cc(O)c12	-7&16&4&5&18	-0.5&-0.6&-0.5&-0.6&-0.3	1&-7&-4	0.0&-0.3&-0.1&-0.2
CCCCCOc1ccc(NC(=O)/C(=C\c2ccc3c(c2)OCO3)NC(=O)c2ccccc2Cl)cc1	5	2.5	-7	-0.1
Cc1cc(=O)oc2c(CN3CCCC(C)C3)c(O)ccc12 (configuration not stated)	26	-0.4	-5	0.6
Cc1cc(NC(=O)CN2CCN(Cc3nc4ccccc4n3C)CC2)no1	5	-0.6	-1	-0.3
COc1ccc(-n2c(C)cc(C(=O)CN3C(=O)NC4(CCc5ccccc54)C3=O)c2C)cc1 (configuration not stated)	-19	1.2	-1	-0.1
COC(=O)CCC1(C(=O)O)CCOC(C)(C)C1 (configuration not stated)	-14	0.4	0	-0.4
COc1ccc(CN2CCN(C(=O)c3cc(CC(C)C)[nH]n3)CCC2=O)cc1	12	0.9	8	0.3
COCCN(C(=S)Nc1ccccc1F)C(C)c1cccnc1 (configuration not stated)	0	-0.4	-7	-0.2
COC(=O)C1CCN(C(=O)c2ccc(COc3cccc4c3OC(C)(C)C4)cc2)CC1	-2	-0.4	6	0.5
COc1ccc(C2=CC(c3ccccc3F)n3nnnc3N2)cc1 (configuration not stated)	12	-0.1	7	0.0
O=[N+]([O-])C1=CC=C2C(=NC3(CCCCC3)N2O)C1=NCCc1ccccn1	2	2.7	5	-0.1
COc1ccc(CCNC(=O)CCCn2c3ccccc3c3cn[nH]c(=O)c32)cc1OC	13	2.6	8	0.1
Cc1cc(N2CCCC2)c(F)cc1C=O	2	-1.2	7	-0.1
CCOC(=O)c1c(NC(=O)COc2c(F)c(F)cc(F)c2F)sc(C(=O)N(CC)CC)c1C	5	-0.3	3	0.0
CCOc1ccccc1-n1c(COc2ccc(OC)cc2)nnc1SCC(N)=O	-1	0.1	-3	-0.1
CCOC(=O)c1cc2sc(Br)cc2n1CC(=O)N(C)C	-12	0.5	34*	-0.2

Part of the list above in order of number of heavy atoms, rising.
SMILES	MITF primary	GPR151 activ	TEAD-YAP block	FBW7 act
COC(=O)CCC1(C(=O)O)CCOC(C)(C)C1 (configuration not stated)	-14	0.4	0	-0.4
COCCN(C(=S)Nc1ccccc1F)C(C)c1cccnc1 (configuration not stated)	0	-0.4	-7	-0.2
O=C(CCCOC(=O)c1ccc([N+](=O)[O-])cc1)c1ccc(F)cc1	9	-1.1	6	-0.1
CCOc1ccc(OCCn2c(SCC(N)=O)nc3ccccc32)cc1	7	1.4	-8	0.5
COc1ccc(CN2CCN(C(=O)c3cc(CC(C)C)[nH]n3)CCC2=O)cc1	12	0.9	8	0.3
COC(=O)C1CCN(C(=O)c2ccc(COc3cccc4c3OC(C)(C)C4)cc2)CC1	-2	-0.4	6	0.5
COc1ccc(CCNC(=O)CCCn2c3ccccc3c3cn[nH]c(=O)c32)cc1OC	13	2.6	8	0.1

Later entries
SMILES	MITF primary	GPR151 activ	TEAD-YAP block	FBW7 act
CSc1cccc(CN2CCN3C(=O)[C@H](C)N(C)C(=O)[C@H]3C2)c1	-9	-0.7	1	0.6
CCOc1ccc(N(C(C)C(=O)NCCSc2ccccc2)S(C)(=O)=O)cc1 (configuration not stated)	2	0.8	6	0.0
CC(=O)NCCC(=O)Nc1ccc(F)c(F)c1	-4	-0.7	-2	-0.1
CN1CCN(C(=O)C(Cc2ccccc2)NC(=O)c2ccccc2NC(=O)c2ccccc2)CC1 (configuration not stated)	6	-0.1	4	-0.2
Cc1cccn2c(CNCCc3cscn3)c(C(=O)N3CCOCC3)nc12	3	0.0	0	0.1
O=C(COc1ccccc1Br)Nc1ccc2c(c1)OCCO2	13	0.8	-94	0.0
CC(C(=O)Nc1ccccc1Cl)N1c2cccc3cccc(c23)S1(=O)=O (configuration not stated)	-13	2.5	2	0.0
O=C(CN(C1CCCCC1)S(=O)(=O)c1ccc(F)cc1)Nc1ccccc1F	8	3.1	-3	0.0
COc1ccc(N2C(=O)C(O)=CC2(OC)c2ccccc2)cc1 (configuration not stated)	13	-0.3	-65	-0.1
CNC(=O)c1ccsc1NC(=O)c1cccc(OC)c1OC	-3	1.4	19	-0.1
Cc1cnc(NCCCN2CCCC2=O)nc1NCc1cccc(C(F)(F)F)c1	12	0.1	6	0.0
COc1ccc(C(=O)N/N=C/c2ccc(OCC(=O)OC(C)(C)C)cc2)cc1	12	0.4	-54	0.0
COc1cc2nc(Nc3nc4ccccc4n3C)nc(Nc3ccc(N4CCOCC4)cc3)c2cc1OC	19	-0.4	10	-0.5
O=S(=O)(Cc1ccc(Cl)cc1)Nc1ccc2c(c1)OCCO2	3	0.0	41*	-0.1
Cc1ccc(CN2CCN(Cc3ccc4ncccc4c3)CC2CCO)cc1 (configuration not stated)	12	1.8	-7	1.1
O=C(Nc1ccc([N+](=O)[O-])cn1)c1ccccc1F	-2	-4.7	-77	0.1
O=C(NCc1cccc(Cl)c1)c1ccc([N+](=O)[O-])o1	-1	0.0	4	-0.1
Cn1ncc(C#N)c1/N=C/N1CCCCCC1	9	-0.4	5	0.3
O=C1c2cccc([N+](=O)[O-])c2C(=O)N1CNc1ccc(Cl)c(Cl)c1	-9	0.8	5	-0.2
Cc1ccc(NC(=O)CSc2ccc(F)cc2)cc1	1	-1.3	-62	0.4
COCc1cc(C)nc(SCC(=O)c2ccc(F)cc2F)c1C#N	-22	-0.1	-10	0.2
Cc1cccc2c1-c1sc(C(=O)NCCCN3CCOCC3)cc1CO2	-9	1.4	-1	0.3
O=C(O)CNC(=S)N(Cc1ccccc1)Cc1ccccc1F	-1	-0.9	-7	-0.1
CC(=O)c1ccc(NC(=O)CSc2cn(CC(=O)N3CC(C)OC(C)C3)c3ccccc23)cc1 (configuration not stated)	6	-0.9	-12	0.1
CCN(CC)C(=O)C1=C(C)NC(=S)NC1c1ccc(OC)cc1OC (configuration not stated)	19	-1.3	-3	0.7
COc1ccc(NC(=O)CSc2nc3ccccc3c(=O)n2-c2ccc3c(c2)OCO3)c(OC)c1	11	-1.0	4	0.3
CCCCCCCCCC(=O)N[C@@H](CN1CCOCC1)[C@@H](O)c1ccccc1	16	0.2	.	.

Random draw from the library; 3.4% or so of the library scored in one or more.
